Screening results from PubChem BioAssay.
PG9 Ab binder = binders of HIV-1 gp120 antibody PG9, primary screen, biochemical, TR-FRET. TR-FRET gp120-PG9 antibody binding. 360,000 tested, 0.43% active. HIV-1 gp120 / PG9 antibody interaction. inhibition, % at 6.7 µM; in the data active means inhibition above about 8.5%
rCAG binder = binders of r(CAG) RNA repeats, primary screen, biochemical, fluorescence; r(CAG) RNA repeat, TO-PRO-1 dye displacement fluorescence; inhibition, % at 3 µM; 370,000 tested, 1.3% active;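 active means inhibition above the plate cutoff, the mean of all test compounds on that plate plus 3 SD, cut at about 35% in these data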;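 further: 0% = DMSO alone and 100% = 100 µM mitoxantrone as full dye displacement; higher means more dye released from RNA so lower well fluorescence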
SIAE inh = human SIAE inhibitors, primary screen, biochemical, fluorescence polarization, FP-Rh probe, 1536-well HTS. Sialate O-acetylesterase (Homo sapiens), Q9HAT2. SIAE FP-Rh probe binding. inhibition, % at 9.66 µM. 370,000 tested, 0.69% active. AID 1053197, 2014;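 active means inhibition above a cutoff: mean of compounds within the control limits plus 3 SD of those, cut at about 17% in these data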;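 further: 0% = plate median of compound wells and 100% = probe without SIAE protein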
PRMT1 inh = PRMT1 methyltransferase inhibitors, primary screen, biochemical, fluorescence polarization | Protein arginine N-methyltransferase 1 (Homo sapiens), Q99873 | recombinant PRMT1, activity-based probe fluorescence polarization | inhibition, % at 2.79 µM | 370,000 tested, 1.3% active | AID 652257, 2013;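 active means inhibition above about 21% made by adding two undisclosed values, limit read from the data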
Target sequence (Q99873 whole entry, looked up): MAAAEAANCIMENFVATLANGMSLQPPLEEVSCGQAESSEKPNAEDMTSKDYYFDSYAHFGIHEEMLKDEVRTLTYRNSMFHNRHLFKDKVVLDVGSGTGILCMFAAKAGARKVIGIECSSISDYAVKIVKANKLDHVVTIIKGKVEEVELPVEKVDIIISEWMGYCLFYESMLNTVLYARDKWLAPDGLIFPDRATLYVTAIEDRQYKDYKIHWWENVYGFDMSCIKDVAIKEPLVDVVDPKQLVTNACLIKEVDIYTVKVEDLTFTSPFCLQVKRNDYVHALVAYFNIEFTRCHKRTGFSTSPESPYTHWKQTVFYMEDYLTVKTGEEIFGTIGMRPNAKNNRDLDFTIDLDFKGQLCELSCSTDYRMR
LEDGF integ inh = blockers of LEDGF/p75-dependent integrase strand transfer – biochemical, TR-FRET, high throughput, primary screen. HIV-1 integrase (with human LEDGF/p75). TR-FRET IN-LEDGF/p75 DNA integration, Eu/Cy5. inhibition, % at 3.7 µM. 370,000 tested, 0.64% active;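 active means inhibition above the screen-wide mean plus 3 SD, cut at about 13% in these data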;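 further: signal is the Cy5 over europium emission ratio at 671 and 618 nm; 0% = plate median of compound wells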
TCR-CD3 inh = inhibitors of human TCR-CD3 interaction, primary screen, biochemical, fluorescence, TAMRA-labeled TCR probe; T-cell receptor (TCR); inhibition, % at 9.4 µM; 360,000 tested, 0.37% active; in the data active means inhibition above about 19%;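 further: recombinant mutant TCR 2C K166C tagged with TAMRA read by polarization; 0% = receptor in buffer alone and 100% = receptor with positive control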
mABHD4 FP = ABHD4 inhibitors, primary screen, biochemical, fluorescence polarization, mouse. (Lyso)-N-acylphosphatidylethanolamine lipase (Mus musculus), Q8VD66. purified mABHD4, FP-Rh probe fluorescence polarization. inhibition, % at 8.92 µM. 370,000 tested, 0.54% active;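 active means inhibition exceeding the mean over every tested compound plus 3 SD, cut at about 30% in these data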;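 further: 0% = plate median of compound wells and 100% = S159A mutant with DMSO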
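Assay system: mouse ABHD4 enzyme, wild type / Also added: fluorescent activity-based probe FP-Rh / Doses: single nominal dose of 8.92 µM, 0.89% DMSO final / Timing: 45 min compound pre-incubation plus 60 min probe step, 25 °C / Signal: FP readout, ex 525 nm / em 598 nm / Control set: S159A mutant/DMSO as 100%, compound-well median as 0%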
TDP2 inh = human TDP2 enzyme inhibitors, primary screen, biochemical, epi absorbance, recombinant enzyme; AID 720702, 2013; 370,000 tested, 0.34% active; T5PNP hydrolysis, p-nitrophenol absorbance 415 nm; Tyrosyl-DNA phosphodiesterase 2 (Homo sapiens), O95551; inhibition, % at 12.8 µM;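 active means inhibition above the mean of all tested compounds plus 3 SD, set per campaign, cut at about 25% in these data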;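 further: 0% = DMSO with enzyme and 100% = buffer with substrate but no TDP2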
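Evaluation: % inhibition relative to enzyme-containing and enzyme-free wells. Material: recombinant human TDP2. Benchmarks: enzyme-free and DMSO wells. Timing: enzyme reaction with compound for 2 h at 37 °C. Compound dosing: 12.8 µM only. Measured by: p-Nitrophenol epi absorbance. Reagent: T5PNP substrate at 5 mM, a TopII-DNA adduct mimic. Replication: single well per compound.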
NR1D1 modulator = modulators of Rev-erb alpha DNA binding, primary screen, biochemical, FITC-DNA, fluorescence polarization, uHTS; 370,000 tested, 0.79% active; activity, % at 10 µM; AID 1259318, 2017; Nuclear receptor subfamily 1 group D member 1 (Homo sapiens), P20393; Rev-erbα–FITC-DNA binding, 90 min;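 active means activity above about 14%, limit read from the data; passing the limit was not always enough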;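 further: 0% = DMSO wells with 35 nM protein and 100% = DMSO wells with 750 nM protein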
Target sequence (P20393 whole entry, looked up): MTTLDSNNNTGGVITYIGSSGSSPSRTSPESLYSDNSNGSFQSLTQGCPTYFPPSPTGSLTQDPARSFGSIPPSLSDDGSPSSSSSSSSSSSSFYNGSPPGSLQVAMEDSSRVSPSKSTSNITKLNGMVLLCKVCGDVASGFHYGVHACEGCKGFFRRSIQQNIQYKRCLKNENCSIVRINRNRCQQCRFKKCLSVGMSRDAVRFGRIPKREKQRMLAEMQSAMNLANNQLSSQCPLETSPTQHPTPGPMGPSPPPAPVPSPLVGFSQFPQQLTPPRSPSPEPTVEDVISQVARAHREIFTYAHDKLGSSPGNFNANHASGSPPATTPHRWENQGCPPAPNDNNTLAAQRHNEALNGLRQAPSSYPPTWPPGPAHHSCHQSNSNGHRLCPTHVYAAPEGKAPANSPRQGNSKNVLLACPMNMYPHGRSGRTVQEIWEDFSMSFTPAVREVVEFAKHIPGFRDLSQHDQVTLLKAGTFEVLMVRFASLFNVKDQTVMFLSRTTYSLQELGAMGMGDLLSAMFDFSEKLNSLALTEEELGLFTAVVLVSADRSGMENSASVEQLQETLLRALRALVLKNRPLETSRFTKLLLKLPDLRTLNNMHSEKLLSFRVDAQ
HTRA1 inh = HTRA1 serine protease inhibitors, primary screen, biochemical, fluorescence polarization, HTS; inhibition, % at 5.96 µM; Q92743; AID 504803, 2011; 340,000 tested, 0.5% active; recombinant HTRA1, FP-rhodamine activity-based probe; in the data active means inhibition above about 36%;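 further: 0% = enzyme with DMSO and 100% = wells lacking enzyme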
* hit, by the source's call; . = no result given.

SMILES	PG9 Ab binder	rCAG binder	SIAE inh	PRMT1 inh	LEDGF integ inh	TCR-CD3 inh	mABHD4 FP	TDP2 inh	NR1D1 modulator	HTRA1 inh
O=C(NNC(=S)NCc1ccccc1)c1cccnc1	-2.8	1	12	-3	2	3	-3	-2	-3	-1
N#C/C(=C/c1ccncc1)c1nc2ccccc2c(=O)[nH]1	0.4	3	3	6	-3	-5	-4	2	6	1
COC(=O)[C@@]12C[C@@H](CC(=O)NCc3cccs3)C(=O)N(Cc3cccc4ccccc34)C1=CCC(C)(C)C2	0.0	9	-5	-2	0	1	-10	-3	-7	.
O=C(COC(=O)Cc1ccccc1F)Nc1ccc(F)cc1F	1.3	1	-2	7	2	-1	4	7	-9	5
O=[N+]([O-])c1ccccc1/C=N/NC1=NCCN1	0.1	2	9	-5	-1	6	-4	14	-7	5
Cc1ccc(C)c(NC(=O)c2cc(=O)c3ccccc3o2)c1	-1.4	1	-16	3	-3	3	1	1	-6	-4
Cc1ccc(S(=O)(=O)Nc2ccnc(-c3cccnc3)n2)cc1	-1.7	1	11	-5	4	1	-2	8	0	-3
Cc1ccccc1OCCn1c(S(=O)(=O)O)nc2c(N)ncnc21	-2.5	5	-2	6	-1	-4	1	-18	-1	0
CCc1ccc(C(=O)NNc2ccc(F)cc2F)cc1	1.8	0	-2	4	-4	-3	5	-4	0	-2
NC(Cc1ccc(O)cc1)c1cn([C@@H](CCC(=O)O)C(=O)N2CCNCC2)nn1 (some centres not stated)	-0.9	0	-5	-2	-1	4	-3	6	1	1
CC(=O)N1CCN(c2ccc(NC(=O)c3ccc4c(c3)OCCO4)cc2Cl)CC1	-0.6	0	-1	1	-1	-9	15	2	1	-5
O=C(c1cccc(N2C(=O)C3C4C=CC(C4)C3C2=O)c1)N1CCCCCC1 (configuration not stated)	1.0	-9	1	-1	-1	-10	1	4	2	-5
CC(C)[C@H](NC(=O)c1ccccc1F)C(=O)OCC(=O)Nc1sccc1C(N)=O	0.2	5	3	3	-7	-2	-3	3	7	-2
Cc1ccc(NC(=O)c2nc[nH]c2C(=O)NCCN(CCNC(=O)c2[nH]cnc2C(=O)Nc2ccc(C)cc2)CCNC(=O)c2[nH]cnc2C(=O)Nc2ccc(C)cc2)cc1	-1.5	3	-6	-2	-2	4	5	-2	5	3
O=C(NCc1ccco1)c1ccc(Cn2cc([N+](=O)[O-])cn2)o1	2.1	0	-1	0	4	-3	-6	10	-2	1
CC1CCCN(S(=O)(=O)c2cnc[nH]2)C1 (configuration not stated)	-2.8	3	-12	0	1	0	-5	-11	4	6
CCSc1nnc(NC(=O)C2CCCCC2C(=O)OCC(F)(F)C(F)F)s1 (configuration not stated)	-0.5	-1	1	-2	1	11	5	-2	2	1
O=C(NCC1CCC(C(=O)O)CC1)OCc1ccccc1 (configuration not stated)	0.6	-2	0	3	1	-5	-10	2	0	-5
O=C(Nc1ncc(Cc2cccc(Cl)c2)s1)c1cccs1	0.5	8	-33	1	3	0	-7	-2	0	-62
Cc1onc(-c2ccccc2)c1-c1nnc(COC(=O)c2ccc(N(C)C)cc2)o1	0.3	2	-5	-1	-4	1	-8	3	7	-17
O=C(O)C1C2CCC(O2)C1C(=O)Nc1ccc(F)c(Cl)c1 (configuration not stated)	-2.0	-1	4	-1	5	2	0	5	0	1
CC(=O)Oc1ccc(N(C(C)=O)S(=O)(=O)c2ccc3ccccc3c2)cc1Br	-0.8	2	-1	-4	0	-4	32*	3	-4	6
CCN(CC)S(=O)(=O)c1cccc(-c2nnc(SCC(N)=O)n2C)c1	0.2	-3	-4	-2	1	2	-4	9	3	4
CCCCOC(=O)/C=C\C(=O)OCCCC	0.6	3	-1	2	-3	-1	-2	1	-3	-3
Cc1cc(-c2nnc(SCC(=O)Nc3ccc(Br)cc3F)n2N)n[nH]1	-0.2	1	-7	0	0	4	1	6	-2	3
More compounds
SMILES	PG9 Ab binder	rCAG binder	SIAE inh	PRMT1 inh	LEDGF integ inh	TCR-CD3 inh	mABHD4 FP	TDP2 inh	NR1D1 modulator	HTRA1 inh
CCCN1CCN(CC(=O)Nc2nnc(CC)s2)CC1	-0.2	8	-5	3	-2	0	5	8	-4	16
Cc1ccc(C(=O)NNC(=O)CSc2nnc(-c3ccncc3)n2-c2ccc(C)cc2)cc1	-1.4	-7	-3	0	1	10	0	-3	-1	2
Cc1ccc(Nc2nnc(-c3ccc4c(c3)OCO4)o2)c(C)c1	0.1	-4	0	1	4	-1	-2	13	2	-6
CN(Cc1ccccn1)C(=O)CC1C(=O)NCCN1Cc1cccc(Oc2ccccc2)c1 (configuration not stated)	-2.3	-1	12	3	1	7	2	6	-8	-5
COc1ccc(N(CC(=O)Nc2ccc(C)c(C)c2)C2=NC3CS(=O)(=O)CC3S2)cc1 (configuration not stated)	-1.1	1	4	0	0	-1	3	6	7	-2
CC(=O)NC(C)(c1ccccc1)c1nc(-c2cc(F)cc(F)c2)cs1 (configuration not stated)	-0.6	2	1	-4	-4	2	-12	-7	7	.
CCS(=O)(=O)c1ccc(N)cc1	0.8	1	6	-2	3	-3	-3	4	.	13
O=C(O)c1ccc(Nc2ccc(Cl)c(Cl)c2)c([N+](=O)[O-])c1	3.3	2	10	4	3	-4	44*	5	5	-6
CCOCc1c(C(=O)Nc2ccccc2N2CCN(C)CC2)oc2ccccc12	1.4	-9	1	1	-4	-6	6	0	6	-26
COc1ccc(-c2cc(-c3ccccc3)n[nH]2)c(O)c1	-1.9	13	0	3	-6	-4	-2	-6	-4	-12
CCN1CCN(CC(=O)NC2CCCCC2)C(=O)C1=O	1.7	2	-4	-3	6	4	4	-15	-1	7
O=C(c1cccs1)n1nc(-c2cccnc2)nc1NCc1ccco1	-2.0	4	-11	-3	-1	3	-10	-2	-2	14
Nc1ccccc1-n1nc2ccc3ccccc3c2n1	-0.2	6	-6	-1	0	4	-2	0	-11	-9
C=CC[C@@H](CC(=O)N(CCO)Cc1ccccc1)C(=O)NC[C@H](OC(=O)[C@@H](CC=C)Cc1ccc(F)cc1)c1ccccc1	0.0	-2	-4	-1	1	3	-18	-3	-4	-56
Cc1nnc(SCC(=O)N2CCN(c3ccccc3F)CC2)n1C1CC1	0.6	-7	0	-1	-2	-1	-1	4	-3	3
CCOC(=O)C1=CCN(S(=O)(=O)c2cccc(Cl)c2)C1c1cccc(F)c1 (configuration not stated)	0.6	-1	-6	-1	-1	65*	-8	-4	0	.
COc1ccc(-c2oc3ncn(Cc4ccco4)c(=N)c3c2-c2ccc(OC)cc2)cc1	-1.7	2	2	-3	-1	3	-5	5	-1	-11
COc1ccc(CCNC(=O)CCC(=O)Nc2ccccc2[N+](=O)[O-])cc1OC	0.3	-6	1	0	5	8	3	11	5	9
COc1cc(OC)cc(C(=O)NCC(=O)OCC(=O)Nc2cc(S(C)(=O)=O)ccc2Cl)c1	-0.1	9	-4	1	0	3	6	7	3	8
Cc1cccc[n+]1CC(=O)c1ccc2c(c1)OCCO2	-0.8	2	6	-2	-1	0	0	-12	6	-5
CCc1ccc(O)c(CNCCNCc2cc(CC)ccc2O)c1	0.1	3	-2	1	-3	-1	20	-4	-6	25
NC(=O)c1nsc(C(=O)N(c2ccccc2)C(C(=O)NCC2CCCO2)c2ccc(F)cc2)c1N (configuration not stated)	6.2	2	-5	-3	-2	5	4	4	-3	-4
COc1cccc(CNC(=O)CCCc2cn(C)c3ccccc23)c1	-2.2	-7	5	4	-9	0	-2	-1	4	-5
CC(=O)Nc1cccc(C(=O)OC2CCOC2=O)c1 (configuration not stated)	-1.3	4	0	4	-2	-2	-4	5	-2	1
CN1CCN(c2ccc(S(=O)(=O)N3CCCCC3)cc2NC(=O)Cc2ccc(Cl)cc2)CC1	-0.4	-5	-9	-2	2	-2	-6	5	0	-5

Sorted by length of the SMILES (highest first): seven of the compounds above.
SMILES	PG9 Ab binder	rCAG binder	SIAE inh	PRMT1 inh	LEDGF integ inh	TCR-CD3 inh	mABHD4 FP	TDP2 inh	NR1D1 modulator	HTRA1 inh
CN1CCN(c2ccc(S(=O)(=O)N3CCCCC3)cc2NC(=O)Cc2ccc(Cl)cc2)CC1	-0.4	-5	-9	-2	2	-2	-6	5	0	-5
Cc1ccc(C(=O)NNC(=O)CSc2nnc(-c3ccncc3)n2-c2ccc(C)cc2)cc1	-1.4	-7	-3	0	1	10	0	-3	-1	2
CCOC(=O)C1=CCN(S(=O)(=O)c2cccc(Cl)c2)C1c1cccc(F)c1 (configuration not stated)	0.6	-1	-6	-1	-1	65*	-8	-4	0	.
CCOCc1c(C(=O)Nc2ccccc2N2CCN(C)CC2)oc2ccccc12	1.4	-9	1	1	-4	-6	6	0	6	-26
Cc1nnc(SCC(=O)N2CCN(c3ccccc3F)CC2)n1C1CC1	0.6	-7	0	-1	-2	-1	-1	4	-3	3
COc1ccc(-c2cc(-c3ccccc3)n[nH]2)c(O)c1	-1.9	13	0	3	-6	-4	-2	-6	-4	-12
CCCN1CCN(CC(=O)Nc2nnc(CC)s2)CC1	-0.2	8	-5	3	-2	0	5	8	-4	16

These rows are one share of the data; the hit share may differ from the screen's.
